Growth percent in the NCI-60 one-dose screen (48 h, 10 µM unless noted): 100 = growth as untreated, 0 = no growth, -100 = all killed.
MALME-3M: MALME-3M melanoma; AID 1794766; 5.8% of 78,000 active
LOX IMVI: LOX IMVI melanoma | 7.4% of 79,000 active
BT-549: BT-549 breast cancer | 4.4% of 78,000 active | AID 1794793
T-47D: T-47D breast cancer; 5% of 79,000 active; AID 1794792
HS 578T: HS 578T breast cancer; 4.1% of 78,000 active; AID 1794788
MCF7: MCF7 breast cancer; 6.3% of 82,000 active; AID 1794796
SK-MEL-2: SK-MEL-2 melanoma; 4.7% of 77,000 active
MDA-MB-231: MDA-MB-231 breast cancer. 5% of 81,000 active
* marks the source's active call; other numbers are inactive results; · = not tested or not shown; & = joins results of further samples. The calls were made as follows: active = growth percent below 10; inactive = the rest. Rows were taken by chance; any-hit rate near 11%.

item | Structure | MALME-3M | LOX IMVI | BT-549 | T-47D
1 | C=CCN1C(=O)/C(=C\c2ccc3c(c2)CCC3)SC1=S | 93.7 | 98.5 | 93.5 | 91.5
2 | Nc1[nH][nH]c(=O)c1N=Nc1ccccc1 | 115.1&128.2 | 100.4&105.1 | 133.4&101.3 | 101.6&113.5
3 | O=C(O)C1CCC(C(=O)O)SS1 (stereo unspecified) | 115.9 | 102.4 | 102.8 | 96.6
4 | Nc1cc(Br)c(O)c(Br)c1 | 92.8 | 89.1 | 91.7 | 82.5
5 | NCCNc1ccc([N+](=O)[O-])cc1 | 114.8 | 105.0 | 103.3 | 106.3
6 | C(=C\c1ccccn1)/c1cccnc1 | 175.8 | 114.3 | 125.2 | 102.1
7 | C=C1C(=O)O[C@H]2[C@H]1CC/C(COC(=O)/C=C\C(=O)NCc1ccc(Cn3c(=O)sn(-c4ccc(OC)cc4)c3=O)cc1)=C\CC[C@@]1(C)O[C@@H]21 | -92.0* | -88.6* | -51.8* | -51.6*
8 | O=Cc1nc2ccccc2c(/C=C/c2ccc(Br)cc2)c1C(=O)c1ccccc1 | 103.4 | 90.5 | 99.4 | 97.2
9 | CN1c2ccccc2[C@]2(C)Cc3ccccc3N[C@H]12 | · | 101.6 | 107.6 | 99.1
10 | CCCCOC(=O)CCCCC(=O)OC(C)C(=O)OCCCC (stereo unspecified) | 99.2 | 96.2 | 104.6 | ·
11 | N#Cc1c(N=Cc2ccccc2)n[nH]c1Nc1ccccc1 | 102.9 | 117.5 | · | 98.9
12 | O=C(c1ccc2nc(NS(=O)(=O)c3ccc4ccccc4c3)sc2c1)N1CCN(/C=C/c2ccccc2)CC1 | 93.5 | 98.7 | 105.1 | 91.5

item | HS 578T | MCF7 | SK-MEL-2 | MDA-MB-231
1 | 112.3 | 102.6 | 94.6 | 98.8
2 | 129.8&106.8 | 94.5&92.9 | 100.1&122.3 | 118.8&93.8
3 | 108.9 | 101.4 | 105.4 | 99.1
4 | 89.9 | 100.5 | 115.2 | 90.1
5 | 106.2 | 100.7 | 97.2 | 121.6
6 | 100.7 | 99.6 | 119.5 | 113.6
7 | -21.3* | -51.4* | -54.2* | -89.6*
8 | 99.6 | 94.8 | 113.8 | 100.1
9 | 111.0 | 104.0 | 105.2 | 119.1
10 | 111.7 | 96.1 | 93.8 | ·
11 | 104.2 | 99.9 | 110.0 | 105.8
12 | 93.0 | 90.3 | 88.1 | 103.1

Next records:
item | Structure | MALME-3M | LOX IMVI | BT-549 | T-47D
13 | CC(C)CCNC(=O)[C@@H](Cc1ccccc1)n1cccc(NC(=O)OCc2ccccc2)c1=O | 110.1 | 89.7 | 112.1 | 77.5
14 | c1cnc2c(c1)CCC[C@@H]2N(CCCN1CCNCC1)Cc1cc2ccccc2cn1 | 100.0 | 69.2 | 84.9 | 78.5
15 | COc1ccc(C2C=C(c3ccc(Cl)cc3)N=C3SC=C(C)N32)c(Br)c1 (stereo unspecified) | 43.6 | 16.7 | 19.7 | 39.3
16 | NNC(=O)c1cccc2ccccc12 | 107.0 | 101.1 | 93.1 | 96.7
17 | COc1cc2cc(Oc3ccc(NC(=O)c4cc(C(F)(F)F)cc(C(F)(F)F)c4)cc3)c(C)nc2cc1OCCN1CCOCC1 | 69.7 | 69.6 | 71.4 | 84.7
18 | COC(=O)c1ccc2oc(NC(=O)c3ccc(N4CCOCC4)c([N+](=O)[O-])c3)nc2c1 | 90.5 | · | 95.7 | ·
19 | COc1ccc(C2=Nc3c/c(=C\c4c(O)[nH]c5ccc(OC)cc45)ccc3=N2)cc1 | 108.7 | 64.4 | 68.1 | 50.9
20 | CCn1ncc2c(NNS(=O)(=O)c3ccc([N+](=O)[O-])cc3)ncnc21 | 98.8 | 92.2 | 95.1 | 90.0
21 | C(=C\c1cccnc1)/c1ccncc1 | 108.9 | 118.2 | · | 98.6
22 | COc1ccc(CCN2C(=O)/C(=C/c3cnc(C#N)s3)SC2=S)cc1 | 102.7 | 97.2 | 97.6 | 78.7
23 | COC(=O)c1c(C(=O)OC)c2n(CC(=O)Nc3cccc4cccnc34)c3ccccc3n2c1C(=O)c1ccc(C#N)cc1 | · | 93.5 | 104.2 | 91.8
24 | CC(=O)CN1CCCCC1 | 101.9 | 95.8 | 98.2 | 96.6

item | HS 578T | MCF7 | SK-MEL-2 | MDA-MB-231
13 | 96.5 | 91.1 | 108.5 | 100.0
14 | 92.7 | 75.5 | 100.5 | 68.3
15 | 56.3 | 10.2 | 68.3 | 58.2
16 | 116.0 | 100.9 | 101.0 | 98.4
17 | 36.7 | 26.4 | 100.9 | 75.7
18 | 96.9 | 94.1 | 99.5 | 100.4
19 | 77.8 | 64.7 | 88.3 | 82.9
20 | 93.2 | 94.3 | 103.8 | 93.9
21 | 121.9 | 99.7 | 103.8 | 108.3
22 | 103.8 | 91.8 | 101.3 | 96.5
23 | 100.9 | 100.0 | 102.8 | 90.9
24 | 115.5 | 91.9 | 104.6 | 91.0

New compounds follow.
item | Structure | MALME-3M | LOX IMVI | BT-549 | T-47D
25 | COC(=O)[C@]12CC[C@@H](C)[C@H](C)[C@@H]1C1=CC[C@@H]3[C@@]4(C)C(C#N)=C[C@@](C)(CO)C4=CC[C@@]3(C)[C@]1(C)CC2 | 118.0 | 71.8 | 88.4 | 31.3
26 | Cc1ccc(S(=O)(=O)Nc2cc(Cl)ccc2Cl)cc1 | 100.8 | 94.3 | 124.3 | 89.8
27 | Cn1c(N2CCCCC2)nc(-c2ccc([N+](=O)[O-])cc2)c(C#N)c1=O | 125.7 | 95.0 | 110.9 | 88.7
28 | COc1ccc(-c2csc(NC(=O)CSc3nc(C)cc(=O)[nH]3)n2)cc1 | 110.4 | 96.3 | 86.1 | 89.2
29 | Nc1ncnc2c1ccn2-c1cccc(NC(=O)c2ccc(N3CCOCC3)c(C(F)(F)F)c2)c1 | 65.3 | 41.2 | 57.5 | 32.2
30 | CCOC(=O)C1=C(C)NC(=O)NC1c1ccc(OC)cc1 (stereo unspecified) | 97.2 | 95.2 | 104.1 | 102.7
31 | O=[N+]([O-])c1ccc(S(=O)(=O)/N=C2\CCCCO2)cc1 | 99.4 | 90.5 | 89.1 | 104.0
32 | COc1cccc2c1n([O-])c1cccc(OC)c1[n+]2=O | 89.2 | 64.8 | 71.5 | 50.2
33 | CC/C(=C/c1c(O)cccc1OC)c1ccc2c(OC)cccc2[o+]1 | 104.6 | 95.0 | 98.5 | 106.1
34 | Cc1ccc2c(c1)C13C(=C2c2ccccc2)CCCN1C(=O)c1ccccc13 (stereo unspecified) | 91.5 | 92.9 | 100.8 | 87.7
35 | COc1cc2c(c(OC)c1OC)C(=O)CC(c1cccc(NC(=O)c3cc(NC(=O)[C@@H](N)CO)ccc3Cl)c1)O2 (stereo partly specified) | 91.3 | · | 47.0 | 64.5
36 | CCCNc1nc2ccccc2c2c(=O)c3ccc(Cl)cc3sc12 | 118.1 | 103.7 | 107.0 | 70.2

item | HS 578T | MCF7 | SK-MEL-2 | MDA-MB-231
25 | 72.3 | 42.2 | 79.1 | 34.3
26 | 99.1 | 89.5 | 99.9 | 99.1
27 | 79.0 | 93.9 | 112.8 | 93.8
28 | 96.8 | 92.8 | 103.1 | 91.7
29 | · | 67.1 | 37.7 | 46.6
30 | 101.2 | 97.7 | 108.3 | 95.0
31 | · | 98.5 | 125.4 | 114.1
32 | 99.0 | 36.9 | 71.5 | 95.7
33 | 107.1 | 86.4 | 106.8 | 102.1
34 | 103.0 | 82.1 | 110.1 | 92.1
35 | 89.6 | 72.6 | 85.3 | 90.8
36 | 108.5 | 50.3 | 102.3 | 101.9

The list goes on, overlapping the part above by 4 compounds.
item | Structure | MALME-3M | LOX IMVI | BT-549 | T-47D
33 | CC/C(=C/c1c(O)cccc1OC)c1ccc2c(OC)cccc2[o+]1 | 104.6 | 95.0 | 98.5 | 106.1
34 | Cc1ccc2c(c1)C13C(=C2c2ccccc2)CCCN1C(=O)c1ccccc13 (stereo unspecified) | 91.5 | 92.9 | 100.8 | 87.7
35 | COc1cc2c(c(OC)c1OC)C(=O)CC(c1cccc(NC(=O)c3cc(NC(=O)[C@@H](N)CO)ccc3Cl)c1)O2 (stereo partly specified) | 91.3 | · | 47.0 | 64.5
36 | CCCNc1nc2ccccc2c2c(=O)c3ccc(Cl)cc3sc12 | 118.1 | 103.7 | 107.0 | 70.2
37 | COc1cc([C@H]2Nc3cc(Cl)cc(Cl)c3C3C=CCC32)cc(Br)c1OC (stereo partly specified) | 105.5 | 102.4 | 103.7 | 85.6
38 | COc1ccc(-c2c(NC(=O)Nc3ccccc3)cnn2-c2ccc(S(N)(=O)=O)cc2)cc1 | 98.7 | 98.9 | 104.9 | 99.0
39 | FC(F)(F)c1ccc(-c2cnc(CNCCCC(F)(F)C(F)(F)C(F)(F)C(F)(F)C(F)(F)C(F)(F)C(F)(F)C(F)(F)F)nc2NC2CCCCCC2)cc1 | 46.5 | 95.2 | 97.7 | 75.4
40 | N#Cc1cnn(C(=O)c2cnc3n(c2=O)CCCCC3)c1N | 104.4 | 92.3 | 120.7 | 116.3
41 | COc1ccc(-c2cc(O)c(C(=O)Nc3ccccc3)s2)cc1 | 88.8 | 112.0 | 102.5 | 96.8
42 | CCOC(=O)C1=C2C(=O)[C@@]3(C)CC(=O)C[C@H]3C[C@H](C)[C@H]2CC[C@@H]1C | 108.2 | 99.0 | 101.7 | 95.1
43 | COc1ccc(C(C#N)NCCCCCCNC(C#N)c2ccc(OC)cc2)cc1 (stereo unspecified) | 94.5 | 101.2 | 102.0 | 102.8
44 | C/C(=N\NC(=O)c1ccncc1)c1ccc(F)cc1 | 117.0 | 106.8 | 108.2 | 115.8
45 | COc1cc(/C=C/C(C)=O)ccc1O | 137.2&90.6 | 104.0&104.1 | 104.4 | 106.0&97.2
46 | O=S(=O)(c1ncsc1-c1ccccc1)N1CCN(c2ccc(F)cc2)CC1 | 97.1 | · | 100.8 | 89.4
47 | CC(C)(Cc1ccc([N+](=O)[O-])cc1)[N+](=O)[O-] | · | 99.5 | 100.7 | 108.4
48 | COC(=O)[C@]12CC[C@@H](C)[C@H](C)[C@@H]1C1=CC[C@@H]3[C@@]4(C)C(C=O)=C[C@@](C)(COC(C)=O)[C@@H]4[C@H](O)C[C@@]3(C)[C@]1(C)CC2 | -79.2* | -99.1* | -19.8* | -18.5*

item | HS 578T | MCF7 | SK-MEL-2 | MDA-MB-231
33 | 107.1 | 86.4 | 106.8 | 102.1
34 | 103.0 | 82.1 | 110.1 | 92.1
35 | 89.6 | 72.6 | 85.3 | 90.8
36 | 108.5 | 50.3 | 102.3 | 101.9
37 | 100.0 | 84.4 | · | 89.3
38 | 96.0 | 99.8 | 99.9 | 108.5
39 | 83.6 | 81.1 | 95.2 | 98.0
40 | 104.5 | 92.3 | 107.4 | 103.2
41 | 104.8 | 83.4 | 112.6 | 110.2
42 | 90.6 | 93.6 | 97.5 | 115.7
43 | 83.2 | 93.7 | 88.3 | 103.5
44 | 123.8 | 101.1 | 138.3 | 110.6
45 | 112.6 | 98.8&96.8 | 104.7 | 111.2&96.4
46 | 100.7 | 91.7 | 102.0 | 96.8
47 | 112.5 | 85.4 | 98.3 | 116.7
48 | -18.3* | -11.7* | -25.4* | -39.2*

(further entries)
item | Structure | MALME-3M | LOX IMVI | BT-549 | T-47D
49 | CCC(CC)C(=O)OC1CCCCC1C (stereo unspecified) | 104.3 | 107.8 | 105.6 | 91.3
50 | O=C1OCC/C1=C\c1ccc([N+](=O)[O-])cc1 | 109.9 | 95.4 | 102.7 | 101.4
51 | COC(=O)c1ccc(C(=O)Nc2ncnc3nc[nH]c23)cc1 | 101.4 | 95.0 | 106.9 | 98.5
52 | CC1(C(=O)O)CCCN1 (stereo unspecified) | 102.3 | 94.1 | 110.5 | 92.8
53 | CC1=C2C(c3ccccc3)=NCCC2NC(=O)N1 (stereo unspecified) | 94.6 | 96.3 | 108.1 | 91.4
54 | O=CC(O)C(O)C(O)C(O)C(O)CO (stereo unspecified) | 105.9 | 107.7&95.2 | 108.3&100.0 | 111.1&86.2
55 | CCCCCCCCCCCC(=O)Oc1ccc(O)cc1 | 100.7 | 93.1 | 84.4 | 95.0
56 | COc1ccc(/C=C2\C=C(c3nc4ccccc4s3)N(Cc3ccccc3)C2=O)cc1 | 98.7 | 94.0 | 103.3 | 98.4
57 | CCCCN(CCCC)Cc1cc(C)c(C)cc1C | 125.1 | 106.0 | 106.5 | 133.1
58 | CN1CCN(c2cc(F)c(NC3=C(Cl)C(=O)c4ncccc4C3=O)c(F)c2)CC1 | -96.1* | -70.3* | 80.5 | -32.5*
59 | Cc1cc(=O)n(C(=O)Nc2ccc(F)cc2)c2cc(O)ccc12 | 106.8 | 101.1 | 103.9 | 104.4

item | HS 578T | MCF7 | SK-MEL-2 | MDA-MB-231
49 | 95.1 | 97.0 | 96.4 | 103.0
50 | 113.1 | 97.9 | 109.9 | 126.7
51 | 95.2 | 96.8 | 118.3 | 103.9
52 | 114.6 | 95.4 | 123.7 | 100.3
53 | 68.8 | 90.2 | 100.9 | 99.0
54 | 116.6&96.9 | 100.9&92.4 | 123.0&126.8 | 110.9&98.8
55 | 108.5 | 90.6 | 95.2 | 96.3
56 | 90.8 | 95.9 | 116.8 | 89.9
57 | 113.6 | 101.0 | 89.3 | 111.2
58 | -16.5* | -58.2* | -49.6* | -32.0*
59 | 100.1 | 105.1 | 117.0 | 107.5

Compounds from the list above that contain a COOH group, in the order listed:
item | Structure | MALME-3M | LOX IMVI | BT-549 | T-47D
3 | O=C(O)C1CCC(C(=O)O)SS1 (stereo unspecified) | 115.9 | 102.4 | 102.8 | 96.6
52 | CC1(C(=O)O)CCCN1 (stereo unspecified) | 102.3 | 94.1 | 110.5 | 92.8

item | HS 578T | MCF7 | SK-MEL-2 | MDA-MB-231
3 | 108.9 | 101.4 | 105.4 | 99.1
52 | 114.6 | 95.4 | 123.7 | 100.3
